Bioassay records (PubChem BioAssay)
Runt-SMMHC FRET: blocks binding of human RUNX1 Runt domain to CBFb-SMMHC; inhibition, % at 20 µM; Cerulean-Runt/Venus-CBFb-SMMHC FRET ratio 530/480, 1 h; AID 1434; actives 0.74% (n = 220,000);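 active = mean inhibition across duplicate retests at 20 µM reaching about 50%, limit read from the data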;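 also: 0% = DMSO wells and 100% = wells with excess untagged CBFb-SMMHC; inhibitors lower the FRET ratio by blocking Runt binding to CBFb-SMMHC; some results filed as inactive read as strong as hits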
Target sequence (Q01196 whole entry, looked up, the tested form may be a part): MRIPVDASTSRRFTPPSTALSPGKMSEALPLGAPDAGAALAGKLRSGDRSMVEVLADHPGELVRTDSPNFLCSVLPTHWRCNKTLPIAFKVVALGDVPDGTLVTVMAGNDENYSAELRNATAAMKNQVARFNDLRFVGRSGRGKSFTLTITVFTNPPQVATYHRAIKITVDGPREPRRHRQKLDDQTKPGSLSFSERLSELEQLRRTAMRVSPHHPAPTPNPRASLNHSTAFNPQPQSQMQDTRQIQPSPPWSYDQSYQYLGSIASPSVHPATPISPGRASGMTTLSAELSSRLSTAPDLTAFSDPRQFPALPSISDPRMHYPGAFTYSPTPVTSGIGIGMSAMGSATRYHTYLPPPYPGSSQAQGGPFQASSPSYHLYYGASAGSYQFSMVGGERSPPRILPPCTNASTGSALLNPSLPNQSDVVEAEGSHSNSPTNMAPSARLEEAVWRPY
Target sequence (Q13951 whole entry, looked up, the tested form may be a part): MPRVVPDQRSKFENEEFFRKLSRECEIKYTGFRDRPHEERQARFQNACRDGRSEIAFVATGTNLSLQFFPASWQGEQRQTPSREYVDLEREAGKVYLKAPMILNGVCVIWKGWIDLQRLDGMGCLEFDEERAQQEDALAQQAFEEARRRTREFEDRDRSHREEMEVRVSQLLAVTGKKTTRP
Mdm2 ligase inh: Mdm2 E3 ligase (human) inhibition | Q00987 | cell-based MDM2 ubiquitination luciferase reporter, 2 h; 0 = plate control, 100 = twice control, blank-subtracted | signal enhancement, % at 5 µM | actives 0.11% (n = 210,000);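 active = signal enhancement of 30% or more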;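 also: luminescence tracks abundance of the self-degrading MDM2-luciferase fusion protein; higher signal means inhibition of MDM2 E3 ligase activity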
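Test system: stable mammalian line carrying autodegrading MDM2–luciferase fusion reporter; quantity: 2000 cells in each well; times: 4 h cell settling then 2 h compound exposure, 37 °C; detection: luminescence with SteadyLite reagent, 15 min at room temperature; evaluation: percent signal gain over controls, blank-subtracted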
PPC-1+TRAIL kill: compounds killing PPC-1 cancer cells with TRAIL present (potentiator screen, no TRAIL-free arm). actives 0.41% (n = 220,000). cell killing (% activity), % at 4 µM. PPC-1 cells + TRAIL, ATPLite viability luminescence;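 active = cell killing above 50% in the first pass at 4 µM, then a duplicate retest at 5 µM averaging 50% or more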;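 also: plate controls were cells with TRAIL plus DMSO for no effect and medium-only wells lacking cells for full effect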
TNF necrop inh: blocks TNF-alpha induced death of Jurkat FADD-/- cells; activation (protection from cell death), % at 10 µM; AID 463075; actives 0.068% (n = 220,000); Jurkat FADD-/- TNF necroptosis rescue, ATP luminescence, 24 h; 0 = TNF only, 100 = no-TNF cells;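 active = activation, meaning protection from cell death, of at least 50% relative to plate controls; inactive = activation below 50%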;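 also: necroptosis triggered by 40 ng/mL TNF-alpha added together with compound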
CHOP inhibitor: inhibitors of CHOP induction in ER stress response. CHO-K1 CHOP-promoter luciferase, tunicamycin-induced, 15-18 h. inhibition, % at 10 µM. actives 3.8% (n = 220,000);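 active = compounds that reduced the stress-induced luciferase reporter signal by more than about 70% of percent inhibition, limit read from the data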;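 also: 0% = tunicamycin plus vehicle and 100% = wells without tunicamycin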
p47phox inh: inhibitors of human p47phox binding; p47phox/p22phox peptide binding, fluorescence polarization, 2 h; inhibition, % at 24.7 µM; actives 0.53% (n = 220,000); AID 1274;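 active = inhibition above about 30%, limit read from the data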;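 also: 0% = p47phox with labelled peptide and 100% = labelled peptide alone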
Target sequence (P14598 whole entry, looked up): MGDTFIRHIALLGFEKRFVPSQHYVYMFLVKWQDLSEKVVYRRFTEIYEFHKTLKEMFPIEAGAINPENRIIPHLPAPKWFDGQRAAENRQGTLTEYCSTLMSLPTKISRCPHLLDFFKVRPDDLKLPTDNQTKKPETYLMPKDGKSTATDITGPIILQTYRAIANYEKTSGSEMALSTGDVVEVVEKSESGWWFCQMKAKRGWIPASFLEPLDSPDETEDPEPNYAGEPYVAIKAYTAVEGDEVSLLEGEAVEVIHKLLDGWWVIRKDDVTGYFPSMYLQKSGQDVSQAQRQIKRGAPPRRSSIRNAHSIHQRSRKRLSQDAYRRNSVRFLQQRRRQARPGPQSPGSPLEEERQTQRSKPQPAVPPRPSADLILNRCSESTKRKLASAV
zfTRPN1 agonist: agonists of zebrafish TRPN1 channel; actives 0.18% (n = 220,000); activation, % at 3 µM; HEK293 zebrafish TRPN1-YFP, Fluo-8 calcium fluorescence; 100% = response to 87 µM carbachol;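 active = activation above its plate's cutoff, the mean activation of test wells on that plate plus 3 SD, cut at about 19% in these data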;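 also: 0% = DMSO alone and 100% = 87 µM carbachol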
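Material: zebrafish TRPN1-YFP in HEK293 cells; Doses: single test compound dose, 3 µM nominal, 0.3% DMSO; Timing: dye loading 1 h at 37 °C, then 30 min room temperature; Technique: intracellular calcium fluorescence with Fluo-8; Benchmarks: high carbachol 87 µM, low DMSO alone.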
EBV gp42 inh: blocks Epstein-Barr virus glycoprotein 42 binding | Q1HVG2 | Fluorescence polarization binding assay, mP read-out | inhibition, % (tested at 21.74 µM) | actives 0.42% (n = 220,000); in the data active = inhibition above about 50%
TRPML3 agonist: human mucolipin-3 channel agonism | Q8TDD5 | HEK293 TRPML3-YFP, Fluo-8 calcium fluorescence; 100% = the carbachol control signal | activation, % at 3 µM | actives 0.29% (n = 220,000) | AID 1448;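 active = activation above its plate's cutoff, the mean activation of the plate's test wells plus 3 SD, cut at about 12% in these data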;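 also: 0% = DMSO only wells and 100% = carbachol wells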
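Test system – HEK293 line with stable expression of human TRPML3-YFP channel · Control set – carbachol 87 µM final as high control (100%), DMSO as low control (0%) · Signal – Fluo-8 calcium dye fluorescence, ex 470-495, em 515-575 nm · Incubation – 1-h 37 °C dye load, 5-s basal, 120-s post-compound reads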
Numbers without * were called inactive; . = no result given.

SMILES	Runt-SMMHC FRET	Mdm2 ligase inh	PPC-1+TRAIL kill	TNF necrop inh	CHOP inhibitor	p47phox inh	zfTRPN1 agonist	EBV gp42 inh	TRPML3 agonist
Cc1onc(-c2c(Cl)cccc2Cl)c1C(=O)N1CCc2ccccc2C1	-7	6	17	-0.6	13	-10	-2.0	-11	-0.9
Cc1ccc(N2C(=O)c3ccc(N)cc3C2=O)cc1	-95	-18	-1	0.8	20	-9	0.7	10	-0.1
O=C(NC(NC1CCS(=O)(=O)C1)C(=O)c1cccs1)c1ccccc1 (configuration not stated)	3	-4	18	-1.1	-6	2	-0.3	0	0.2
C/C(=C\c1ccco1)CN1CCC(N2CCC(C(=O)N3CCOCC3)CC2)CC1	1	-4	3	0.4	-1	-44	0.7	-21	0.6
O=C(NCc1ccco1)C1CCN(c2ccc(N3CCOCC3)nn2)CC1	9	-9	9	1.0	10	-4	1.1	-14	0.2
COc1cccc(N2CCN(c3cnc4ccccc4n3)CC2)c1	-7	-1	19	-0.5	20	-2	2.3	-1	1.7
COc1cc(Cl)cc(C#N)c1OCC(=O)O	3	-5	20	-1.8	-4	13	0.4	-12	0.3
CCCCNC(=O)CC1S/C(=N/N=C/c2ccc(OC)cc2)NC1=O (configuration not stated)	2	-11	0	1.0	10	.	0.0	-12	1.5
Cc1cc([N+](=O)[O-])nn1Cc1ccc(C(=O)N/N=C/c2ccc(F)cc2)cc1	1	-5	5	-0.4	-13	2	1.6	3	0.6
O=C1NC(c2cc(Cl)cc([N+](=O)[O-])c2O)Nc2ccccc21 (configuration not stated)	-9	-13	17	0.0	1	-2	0.0	8	0.5
O=C(CN1CCCC1)N1c2ccccc2C=Cc2ccccc21	1	-28	-1	0.6	6	-8	-0.1	-10	-0.8
Clc1cccc(CN2CCN(Cc3nc(CCc4ccccc4)no3)CC2)c1	1	-6	-19	-0.6	14	0	-1.3	-1	0.1
CCN(CC)S(=O)(=O)c1ccc(Cl)c(C(=O)NC(C)C(c2cccs2)N2CCCC2)c1 (configuration not stated)	-4	6	12	-0.2	12	-9	-2.5	-8	1.9
CSc1nc2n(n1)C(c1cccc(F)c1)C(C(=O)Nc1ccc(C)cc1C)=C(C)N2 (configuration not stated)	2	-20	14	-2.9	34	15	-0.3	-23	-0.2
COC(=O)c1cc(NC(=O)c2nn(C)c(=O)c3ccccc23)cc(C(=O)OC)c1	-2	-6	4	-2.2	9	6	1.5	-3	1.0
CCc1cc2cc(C(=O)Nc3ccc(C)cc3)sc2s1	-8	-7	13	-0.1	-1	-15	3.7	-12	0.2
COc1ccc(C(=O)NC(=S)NNC(=O)c2c(-c3ccccc3)noc2C)cc1	7	-23	30	2.7	43	-4	44*	3	31*
O=c1c2cnn(-c3ccccc3)c2nc(-c2ccco2)n1-c1ccccc1	1	-11	15	-6.0	-10	-5	0.2	6	1.1
O=C(NC1CCCC1)C1CCN(C(=O)c2ccc(-c3ccccc3)cc2)CC1	-1	-27	7	-0.9	-2	-2	2.2	-3	1.0
COc1ccc(C(=O)c2sc(NC(C)C)nc2N)cc1OC	0	-11	9	11	46	-3	-0.9	-3	-0.4
Brc1ccc2nc(-c3ccncc3)c(NC3CCCC3)n2c1	7	-8	6	1.3	22	-9	-2.2	-7	0.4
COC(=O)c1[nH]c2ccc(C)cc2c1NC(=O)NC1CCCCC1	-3	-12	-7	0.0	47	-14	-0.1	-4	0.3
O=C(O)CN1C(=O)SC(Nc2ccccc2C(=O)O)C1=O (configuration not stated)	1	-13	-6	3.7	37	-5	0.9	-6	1.2
CCN(CC)c1ccc(C2C(C(=O)OCCOC)=C(C)NC3=C2C(=O)CCC3)cc1 (configuration not stated)	28	6	-1	-0.4	13	-9	-0.4	-14	0.6
N#Cc1nc(-c2ccccc2F)oc1NC1CCCCC1	-1	-5	10	0.7	80*	-15	-3.2	-2	-1.7
Cc1ccccc1OCCn1cc(/C(N)=N/O)c2ccccc21	3	-7	12	-0.9	5	-7	1.4	6	0.0
O=C(Nc1ccc2c(c1)OCCO2)NC1CCCCC1	1	-45	44	-0.5	8	-17	0.3	-17	0.5
CC(=O)N1CCN(c2ccc(NCc3ccc(C)s3)cc2)CC1	-3	-3	10	-1.3	-6	-6	0.4	-14	0.2
Cc1ccc2[nH]c(=O)c(CN(Cc3ccco3)C(=O)c3cccs3)cc2c1	0	8	16	-0.7	23	0	0.1	-3	0.8
COC(=O)Cc1c(C)[nH]n(-c2cc(Cl)cc(Cl)c2)c1=O	2	-15	0	0.4	17	-5	1.0	1	0.4
Cc1ccc(CN(C)C(=O)CC2C(=O)NCCN2CC2CCCCC2)cc1 (configuration not stated)	-1	6	3	0.8	10	-9	-2.2	-9	0.2
Cc1nc2sc3c(c2c2nc(-c4ccco4)nn12)CCCC3	1	-2	0	0.1	49	-23	1.4	-16	0.2
COCCN1C(=O)C(O)=C(C(C)=O)C1c1ccc(OC)c(OC)c1 (configuration not stated)	-2	.	21	1.1	17	-9	1.6	-2	0.2
O=C(O)c1[nH]c2ccc([N+](=O)[O-])cc2c1-c1ccccc1	-2	-4	-7	4.0	-30	-12	1.0	-5	0.0
N/C(=N\OC(=O)COc1ccc2ccccc2c1)c1ccccn1	-11	14	9	-1.7	-8	-1	1.0	-11	0.1
CCOC(=O)N1CCN(C(=O)Cc2ccc(C)cc2)CC1	1	-9	9	0.3	18	-12	1.7	-6	-0.3
COc1ccc(-c2nnc(NC(=O)c3cc(Cl)ccc3Cl)o2)cc1	-3	-8	-3	-0.8	1	-5	-0.3	-8	0.3
COc1ccccc1NC(=O)CSc1nnnn1Cc1ccccc1	-4	-11	-12	-0.4	24	0	-1.8	7	-1.4
O=C(c1ccc(-n2cccc2)cc1)N1CCOCC1	0	.	-4	0.7	-2	0	-0.4	-16	0.8
CC(NC(=O)COC(=O)Cc1ccccc1[N+](=O)[O-])c1ccccc1 (configuration not stated)	0	2	-4	2.2	49	-3	0.1	-9	0.3
CCC(C)c1ccc(NC(=S)NCCn2cc(Cl)cn2)cc1 (configuration not stated)	-4	7	4	-1.6	11	.	-1.9	4	0.0
CCC(C)/C(C)=N/NC(=O)c1ccc(CSc2nc3ccccc3s2)cc1 (configuration not stated)	-4	2	15	2.0	48	-8	2.0	-13	1.5
Cc1ncoc1C(=O)N1CCCC(C(=O)c2ccc(Oc3ccccc3)cc2)C1 (configuration not stated)	-5	-1	6	-1.1	20	-2	0.7	7	1.1
CCc1ccccc1NC(=O)c1cccc(NC(=O)/C=C/c2ccco2)c1	-5	-11	1	-8.7	-7	-21	0.9	0	0.7
Cc1cc(C)n2c(SCc3ccc(Br)cc3)nnc2n1	-2	-104	10	-1.3	-5	-6	0.6	-3	0.3
CCOc1cc(S(=O)(=O)n2ccnc2)ccc1Br	-4	-2	11	-0.3	8	-3	1.3	-1	0.9
CC1SCC(=NOCc2ccccc2)CS1 (configuration not stated)	1	-2	15	5.0	0	-6	-0.5	-7	0.7
COc1ccc(-c2[nH]ncc2CN(C)CCCN2CCOCC2)cc1F	-2	-20	8	1.2	-7	-5	0.4	-4	0.1
CCOC(=O)C1=C(c2ccccc2)OC(N)=C(C#N)C1c1ccc(Cl)s1 (configuration not stated)	10	-1	13	-6.6	78*	-14	0.4	0	-0.4
COc1cc(OC)c2ccc(=O)oc2c1C(CC(=O)N1CCCC1)c1ccc2c(c1)OCO2 (configuration not stated)	2	2	-2	-2.0	9	-17	.	-4	.
Cc1cccc(N=C2NC(=O)/C(=C3/C(=O)N(C)c4ccccc43)S2)c1C	-4	-16	-2	-2.3	88*	5	0.2	-8	0.2
O=c1nc(N/N=C/c2ccco2)cn[nH]1	3	-7	18	-1.0	0	-5	2.0	-12	0.9
COc1ccc(CC(=O)Nc2cccc(-c3ccc4nnc(C)n4n3)c2)cc1OC	0	-14	22	-6.9	-17	7	1.5	-2	0.3
O=C(O)Cc1csc(Nc2cccc(Cl)c2)n1	0	-2	19	1.4	10	-7	-1.0	-6	0.1
CC(=O)N=C1SC2CS(=O)(=O)CC2N1c1ccc(-c2nc3ccc(C)cc3s2)cc1 (configuration not stated)	-13	-8	30	2.9	-34	-8	-0.1	0	1.5
Cc1ccc(-c2nc(CN(C)Cc3cccc4cnccc34)c(C)o2)s1	-2	-11	18	-2.0	16	-9	0.9	-1	2.0
CCCCCCCSc1nnc(N)s1	0	-8	7	-14	-1	-4	-1.3	-6	-0.7
CCN(C(=O)c1cnc(NC(C)C)cc1C(F)(F)F)c1ccc(Cl)cc1Cl	2	-6	-3	3.8	-7	-9	-0.5	-7	1.0
O=C(c1cc(=O)c2ccccc2o1)N1CCN(c2cccc(Cl)c2)CC1	-4	-2	8	0.9	12	-6	-0.5	-6	0.4
COC(=O)c1cc(C)ccc1OCc1ccc([N+](=O)[O-])cc1	-8	-11	4	1.3	43	0	1.2	-5	-0.1

Later entries
SMILES	Runt-SMMHC FRET	Mdm2 ligase inh	PPC-1+TRAIL kill	TNF necrop inh	CHOP inhibitor	p47phox inh	zfTRPN1 agonist	EBV gp42 inh	TRPML3 agonist
Cc1ccc(-c2nc(N)n(S(C)(=O)=O)n2)cc1	-4	-16	11	-0.2	3	-10	-1.2	-16	0.3
CC1CN(S(=O)(=O)c2cccc(C(=O)NCCCn3ccnc3)c2)CC(C)O1 (configuration not stated)	4	-13	38	-0.9	-3	-1	0.0	-1	0.9
Nc1cc(C2CCCC2)nn1-c1ccccc1	-6	-12	7	30	5	-5	0.0	-14	0.1
Cc1ccc(C2C(C(=O)c3sc(C)nc3C)=C(O)C(=O)N2CCN(C)C)o1 (configuration not stated)	0	-46	21	-1.1	20	2	0.1	0	0.4
O=C1C2C3C=CC([C@@H]2C(=O)N1Cc1cccnc1)C31CC1 (some centres not stated)	-1	-14	24	-1.0	31	-8	1.2	1	-0.1
COC(=O)CSc1nc(-c2cccs2)ccc1C#N	3	-5	37	-2.5	-3	-19	-1.0	-10	0.2

Complete entries, quoted from the list.
Nc1cc(C2CCCC2)nn1-c1ccccc1 across the screens: Runt-SMMHC FRET: -6; Mdm2 ligase inh: -12; PPC-1+TRAIL kill: 7; TNF necrop inh: 30; CHOP inhibitor: 5; p47phox inh: -5; zfTRPN1 agonist: 0.0; EBV gp42 inh: -14; TRPML3 agonist: 0.1
CC1CN(S(=O)(=O)c2cccc(C(=O)NCCCn3ccnc3)c2)CC(C)O1 (configuration not stated) across the screens: Runt-SMMHC FRET: 4; Mdm2 ligase inh: -13; PPC-1+TRAIL kill: 38; TNF necrop inh: -0.9; CHOP inhibitor: -3; p47phox inh: -1; zfTRPN1 agonist: 0.0; EBV gp42 inh: -1; TRPML3 agonist: 0.9
